High-throughput results from PubChem BioAssay.
Anthrax LF inh2: blocks Bacillus anthracis lethal factor protease; P15917; multiplex microsphere protease cleavage assay, LF; inhibition, % at 10 µM; hit rate 0.12% among 360,000; further: plate controls were buffer without enzyme for full effect and enzyme alone for no effect
Target sequence (P15917 whole entry, looked up): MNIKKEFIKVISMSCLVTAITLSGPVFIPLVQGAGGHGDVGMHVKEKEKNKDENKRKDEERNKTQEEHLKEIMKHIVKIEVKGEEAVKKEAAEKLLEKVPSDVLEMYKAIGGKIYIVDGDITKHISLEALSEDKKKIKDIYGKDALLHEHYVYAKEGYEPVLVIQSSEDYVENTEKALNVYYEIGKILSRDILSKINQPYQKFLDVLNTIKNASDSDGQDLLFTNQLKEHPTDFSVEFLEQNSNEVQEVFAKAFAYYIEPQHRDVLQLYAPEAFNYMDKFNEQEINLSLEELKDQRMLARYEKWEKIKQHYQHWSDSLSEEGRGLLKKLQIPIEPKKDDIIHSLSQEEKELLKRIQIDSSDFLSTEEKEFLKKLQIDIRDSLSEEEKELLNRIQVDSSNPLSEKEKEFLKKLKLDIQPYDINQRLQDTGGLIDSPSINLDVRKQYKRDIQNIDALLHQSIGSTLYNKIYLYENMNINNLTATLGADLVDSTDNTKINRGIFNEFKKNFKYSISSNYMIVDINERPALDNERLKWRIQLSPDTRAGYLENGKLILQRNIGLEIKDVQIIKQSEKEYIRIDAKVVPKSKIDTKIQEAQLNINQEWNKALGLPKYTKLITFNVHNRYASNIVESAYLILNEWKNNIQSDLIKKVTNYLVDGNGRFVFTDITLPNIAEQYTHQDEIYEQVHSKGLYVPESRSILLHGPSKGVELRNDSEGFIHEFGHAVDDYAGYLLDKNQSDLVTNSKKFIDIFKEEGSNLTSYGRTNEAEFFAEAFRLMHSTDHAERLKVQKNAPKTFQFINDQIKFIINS
BoNT-F LC inh: blocks Botulinum neurotoxin F light chain protease; Multiplex microsphere protease cleavage assay, flow cytometry; inhibition, % at 10 µM; hit rate 0.22% among 360,000; in the data active means inhibition above about 35%, passing the limit was not always enough; inconclusive means no clear call, values can overlap the other calls; further: plate controls were buffer without enzyme for full effect and enzyme alone for no effect
PfHsp40 rescue: rescue of PfHsp40-mediated yeast toxicity; S. cerevisiae expressing PfHsp40, growth rescue, ATP luminescence; growth rescue, % at 12.5 µM; hit rate 0.68% among 340,000; AID 504582; in the data active means growth rescue above about 28%, passing the limit was not always enough; inconclusive means no clear call, values can overlap the other calls;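 further: yeast W303a lacking pdr1 and pdr3 grown in galactose medium; growth measured after three days at 30 °C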
BoNT A protease: blocks Botulinum neurotoxin A light chain protease | inhibition, % at 10 µM | AID 588499 | multiplex microsphere protease substrate cleavage, flow cytometry | hit rate 0.17% among 360,000; further: plate controls were buffer without enzyme for full effect and enzyme alone for no effect
FadD28 binding: blocks FadD28 binding to the bisubstrate probe. fluorescence polarization. inhibition, % at 12.5 µM. hit rate 0.22% among 360,000. AID 588549; in the data active means inhibition above about 8.5%, passing the limit was not always enough; inconclusive means no clear call, values can overlap the other calls
Y pestis TopoI: blocks Yersinia pestis topoisomerase I activity | Y. pestis Topo-I cleavage product accumulation, plate reader | activity, % at 10 µM | hit rate 0.064% among 360,000 | AID 504884; in the data active means activity above about 50%, passing the limit was not always enough; inconclusive means no clear call, values can overlap the other calls; further: inactives centre near 2
TcdB inh: blocks C. difficile toxin B glycohydrolase activity; P18177; TcdB glycohydrolase enzymatic assay, plate reader; inhibition, % at 9.99 µM; hit rate 0.24% among 350,000; AID 652162; in the data active means inhibition above about 10%
PrPC TRFRET: inhibitors of human cell surface prion protein PrPC | TR-FRET read-out | inhibition, % at 13.8 µM | hit rate 0.43% among 370,000 | AID 720596; in the data active means inhibition above about 24%; further: 0% = median of the test wells and 100% = reference compound wells
CCHFV vOTU inh: CCHFV vOTU protease inhibition | hit rate 0.55% among 370,000 | Pep-AMC fluorescence | inhibition, % at 11.5 µM; in the data active means inhibition above about 30%; further: 0% = vehicle wells with enzyme and 100% = no enzyme wells
Active calls of the source: *; ? = inconclusive; · = not tested or not shown. Unless noted, no stated cut-off is given here; in the data, active means inhibition above about 30%; inconclusive means no clear call, values can overlap the other calls; inactive means below that. Rows are unselected (roughly 2.3% active in at least one column).

SMILES | Anthrax LF inh2 | BoNT-F LC inh | PfHsp40 rescue | BoNT A protease | FadD28 binding | Y pestis TopoI | TcdB inh | PrPC TRFRET | CCHFV vOTU inh
O=C(C1CCCN(S(=O)(=O)c2cccc3nsnc23)C1)N1CCN(c2ccccn2)CC1 (configuration not stated) | -4.9 | 2.5 | 2.6 | -0.6 | -1.7 | 12.3 | · | -36.9 | -0.9
CC(=O)C[C@H](O)CC(=O)[C@@H]1OC(=O)CCCCCCc2ccccc21 | -0.4 | -6.0 | 1.1 | 0.1 | -1.5 | 11.2 | · | 0.5 | -4.8
C=CCNC(=O)c1ccc2c3n(nc2c1)-c1ccc(C)cc1CO3 | -2.3 | -0.3 | 6.6 | -0.8 | -5.4 | 20.2 | -0.1 | -11.0 | -9.1
Cc1ccc2[nH]c(C)c(CCNC(=O)c3c(N)no[n+]3[O-])c2c1 | -0.1 | -6.7 | -0.1 | -1.3 | -0.3 | -4.9 | -0.5 | 5.2 | 7.0
NC1(N)OC(CN2C(=O)c3ccccc3C2=O)CS1 (configuration not stated) | -4.6 | -9.6 | -0.7 | -0.3 | -1.9 | 5.9 | · | -2.2 | 1.5
O=C(NCCCN1CCN(c2ccc(F)cc2)CC1)Nc1ccc([N+](=O)[O-])cc1 | 0.3 | 0.2 | 4.3 | -1.2 | -2.7 | 2.1 | 1.1 | -1.6 | 2.2
COc1ccc(N(CC(=O)Nc2ccccc2C(=O)O)S(=O)(=O)c2ccc(C)c([N+](=O)[O-])c2)cc1 | 5.8 | -2.3 | 1.2 | -0.9 | -4.2 | -9.0 | 3.9 | -7.6 | 17.6
COc1c(C)cc(C(=O)C2CCCN(S(=O)(=O)c3c(C)noc3C)C2)cc1C (configuration not stated) | -6.1 | -1.5 | 0.2 | -0.9 | -0.8 | 39.0 | 1.5 | 2.6 | -1.1
Nc1ccc(N2C(=O)c3ccccc3C2=O)c(Cl)c1 | -3.5 | -10.9 | -0.2 | -0.6 | -9.9 | -5.8 | 1.3 | 8.7 | -10.3
O=c1[nH]c(SCc2ccccc2Cl)nc2c1cnn2-c1ccccc1 | -7.0 | -1.8 | -1.1 | -0.3 | -2.2 | 8.5 | -0.8 | -0.1 | 20.4

Brought forward from above: 2 entries; new compounds follow.
SMILES | Anthrax LF inh2 | BoNT-F LC inh | PfHsp40 rescue | BoNT A protease | FadD28 binding | Y pestis TopoI | TcdB inh | PrPC TRFRET | CCHFV vOTU inh
Nc1ccc(N2C(=O)c3ccccc3C2=O)c(Cl)c1 | -3.5 | -10.9 | -0.2 | -0.6 | -9.9 | -5.8 | 1.3 | 8.7 | -10.3
O=c1[nH]c(SCc2ccccc2Cl)nc2c1cnn2-c1ccccc1 | -7.0 | -1.8 | -1.1 | -0.3 | -2.2 | 8.5 | -0.8 | -0.1 | 20.4
O=C(OCC(=O)N1CCCc2ccccc21)c1cc(S(=O)(=O)N2CCOCC2)ccc1Cl | · | · | 0.5 | · | -0.4 | 31.7 | -1.2 | 5.8 | -11.2
O=C(Nc1cccnc1)c1cc(Cl)ccc1Cl | 4.6 | ? | 0.0 | -4.9 | -0.5 | 4.0 | 0.7 | 2.1 | 4.0
Cc1ccc2c(c1)C1CN(C)CCC1N2C(=O)COc1ccc(S(=O)(=O)N2CCOCC2)cc1 (configuration not stated) | 1.5 | -3.0 | 0.4 | 0.5 | -1.4 | -3.1 | -0.2 | 1.6 | -5.1
O=C(CN1C(=O)C2CCCCC2C1=O)Nc1ccccc1N1CCCC1 (configuration not stated) | -5.3 | ? | 0.0 | 1.3 | -0.1 | 4.9 | -0.5 | 2.5 | 1.0
COC(=O)NNC(=O)C1CCC(C)CC1 (configuration not stated) | -1.3 | -3.2 | -0.7 | 0.1 | -4.2 | -1.3 | 0.6 | -4.9 | -13.3
O=C(Nc1ccccc1)/C(=C\c1ccc(F)cc1)NC(=O)c1ccco1 | 0.3 | 3.3 | -0.5 | 0.3 | -3.7 | 4.6 | 0.0 | 2.1 | 3.7
O=C(O)CSc1nnc(-c2ccccc2)c(-c2ccccc2)n1 | 7.6 | -7.8 | -0.6 | -1.1 | -2.2 | -3.3 | 0.3 | -2.2 | 2.7
C=CCn1cccc(C(=O)Nc2ccc(C)c(C)c2)c1=O | -6.1 | -24.8 | -1.8 | -1.6 | -1.6 | 12.2 | 0.4 | 7.2 | 1.8
O=C(COC(=O)c1cccc(Br)c1)NCC1CCCO1 (configuration not stated) | -7.3 | 2.5 | -1.6 | -0.6 | 0.0 | 0.0 | 1.1 | 3.6 | -12.3
Cc1ccc(NC(=O)Nc2cccc3ccccc23)cc1 | · | · | -1.0 | · | 0.5 | 0.6 | 1.2 | -2.0 | 7.2
CC(=O)N1CCOc2ccc(S(=O)(=O)NCCc3ccc(C)cc3)cc21 | 2.9 | 2.5 | -0.2 | 0.0 | -4.1 | 8.5 | 3.3 | -3.4 | 0.3
COc1ccccc1N1CCN(CC(=O)Nc2sccc2C#N)CC1 | -0.1 | -6.2 | -1.9 | -0.8 | -4.4 | -1.8 | 1.5 | -0.8 | -4.4
CC(C)COC(=O)Cc1c(O)c2ccccc2[nH]c1=O | 1.4 | 2.6 | -0.9 | -0.2 | -1.9 | 1.9 | · | -0.9 | 6.6
Cc1ccc(CNC(=O)CCNS(=O)(=O)c2cccs2)cc1 | -2.9 | -1.8 | -0.5 | -0.5 | -2.7 | 3.7 | 0.4 | -7.8 | -4.4
O=C(c1ccc(COc2ccccc2Cl)o1)N1CCN(c2ccccc2)CC1 | -5.3 | -9.0 | 5.6 | -0.8 | 0.5 | 19.9 | 1.2 | 9.6 | 12.7
Cc1csc(Nc2ccccc2)[n+]1-c1ccccc1 | -2.4 | -5.0 | 1.4 | -2.1 | 0.7 | 15.6 | 1.0 | -1.9 | -5.2
S=c1[nH]nc(-c2cccnc2)n1-c1ccccc1 | -4.1 | -16.3 | -1.6 | -2.2 | -3.7 | 3.2 | -0.2 | 1.2 | 3.7
OC(CN1CCN(c2ccccn2)CC1)Cn1c2ccccc2c2ccccc21 (configuration not stated) | -3.7 | -6.8 | 1.6 | 0.3 | -0.9 | 23.5 | 2.2 | -11.9 | 1.6
C[C@@H](O)c1nc2ccccc2n1N | -3.3 | -3.3 | -0.3 | -1.5 | -3.8 | -5.0 | · | -2.6 | 2.7
Cc1cccc(-n2cnc(C(=O)N/N=C\c3ccc(Br)cc3)c2)n1 | 2.8 | 10.3 | -1.2 | 0.6 | -3.0 | -8.5 | · | -1.6 | 8.6
COc1ccc(CC(=O)Nc2cc3oc4ccccc4c3cc2OC)cc1 | -2.7 | -0.5 | 2.7 | 0.1 | -3.0 | 17.4 | 0.0 | 10.5 | -6.0
O=C(CCN1CCN(Cc2ccccc2)CC1)Nc1ccccc1Cl | -3.4 | -4.4 | 0.4 | -0.6 | -3.0 | 11.2 | -0.5 | -9.6 | 3.6
N#Cc1nc(-c2ccc(OCc3ccccc3)cc2)oc1NCCCn1ccnc1 | -13.4 | -12.9 | 1.5 | -0.2 | -1.1 | -4.5 | · | 0.4 | -17.6
COc1cc(C(=O)NCc2cn3ccccc3n2)cc(OC)c1OC | -3.3 | -3.6 | -0.7 | 0.1 | -1.1 | 0.7 | 0.0 | 6.9 | -15.3
COc1ccc(N(CC(=O)Nc2ccc(F)c(Cl)c2)S(=O)(=O)c2c(C)noc2C)cc1 | -4.3 | 0.1 | 1.4 | 0.3 | -2.4 | -5.6 | · | -0.1 | -0.6
CC1(C)CC2CC(C)(CN2CC(O)c2ccccc2)C1 (configuration not stated) | -9.5 | -5.6 | -1.0 | 0.5 | -1.7 | 0.3 | 2.4 | 2.3 | 5.3
COc1ccc(N2CC(NS(=O)(=O)c3ccc4ccccc4c3)CC2=O)cc1 (configuration not stated) | 0.6 | -3.9 | 3.1 | -1.5 | -1.7 | 15.0 | -1.9 | -1.6 | 0.8
COc1ccc(OC)c(CNC(=O)c2[nH]c(C(F)(F)F)nc2-c2ccccc2)c1 | -6.6 | -11.6 | · | -1.6 | -1.0 | · | -0.2 | 3.1 | 5.8
CC(C)CN1CCN(Cc2nc(C(C)C)cs2)CC1CCO (configuration not stated) | -1.6 | -1.3 | 0.5 | 0.0 | 0.2 | ? | 0.1 | -8.9 | -19.6
CCOC(=O)c1c2c3c(cccc3n(C)c1=O)C(=O)c1ccccc1-2 | -8.9 | 40.3* | 2.8 | 26.2 | -1.4 | -0.3 | 1.2 | -26.6 | 16.9
Cc1ccc(C)c(NC(=O)CSc2sc3c(O)cc(=O)[nH]c3c2C#N)c1 | 0.0 | -7.8 | 0.4 | -3.7 | -3.8 | -1.7 | 0.2 | -0.4 | 14.0
Cn1ncc([N+](=O)[O-])c1C(=O)N1CCCCCC1 | -2.2 | -2.5 | 0.2 | 1.5 | 1.3 | -3.7 | 1.7 | -3.6 | 4.2
COc1ccc(/C=N\NC(=O)c2sc(N)nc2C)cc1OC | 1.6 | 8.2 | 0.9 | 0.1 | 0.1 | 2.5 | · | -4.1 | 19.9
COC(=O)CCc1c(C)c(C(=O)c2cc(F)c(F)c(F)c2F)c2ccccn12 | 0.8 | -2.5 | -0.6 | 0.4 | -0.1 | -9.1 | 1.0 | 0.5 | 12.0
Cn1c(=O)c2[nH]c(=O)cnc2n(C)c1=S | -1.9 | -4.7 | -0.5 | 0.2 | -0.7 | -3.1 | -0.2 | -2.7 | -2.2
O=C(CSc1c2c(nc3ccc(Cl)cc13)CCCC2)N1CCN(C(=O)c2ccco2)CC1 | 3.4 | -7.0 | 0.1 | -0.7 | -5.3 | 15.0 | 1.1 | -2.7 | 9.9
Cc1ccc(CNS(=O)(=O)c2cn(C)cn2)cc1 | -1.9 | -2.0 | -2.1 | -0.5 | -4.6 | 8.5 | 2.0 | -2.5 | -7.4
Brc1c(OCCOCCn2cncn2)ccc2ccccc12 | -1.4 | -1.2 | 0.2 | -1.5 | -1.6 | 5.4 | · | -17.2 | 2.6
Cc1ccccc1OCCC(=O)Nc1ccc2c(C)cc(=O)oc2c1 | -1.8 | -0.5 | -0.7 | -0.2 | -0.9 | 1.3 | -0.3 | 38.0* | -103.5
CCc1nnc(NC(=O)C(CC)CC)s1 | -8.0 | -5.4 | 0.6 | -1.3 | -1.4 | -7.6 | -3.1 | 0.9 | -6.0
CC(OC(=O)c1cccc(S(=O)(=O)N2CCN(C)CC2)c1)C(=O)Nc1ccc(C(N)=O)cc1 (configuration not stated) | -0.6 | -4.3 | 1.0 | 2.4 | -1.3 | 7.2 | -1.4 | -1.6 | 9.7
CCOc1ccccc1/C=N/NC(=O)CNC(=O)COc1ccccc1 | 2.2 | -6.8 | 0.1 | -0.1 | -0.1 | -6.1 | 6.6 | -4.4 | 8.5
CS(=O)(=O)c1ccc2nc(NC(=O)c3cccc(NS(=O)(=O)c4ccc(F)c(F)c4)c3)sc2c1 | 0.7 | -3.6 | 0.2 | -0.3 | -6.4 | -8.0 | · | 8.1 | 6.6
O=C(Cc1cccc([N+](=O)[O-])c1)Nc1cccc(C(=O)N2CCOCC2)c1 | -2.7 | -6.5 | 0.4 | -0.7 | 0.0 | -1.4 | -1.2 | -2.8 | -5.3
Cc1cc(C)nc(/N=C(\N)Nc2ccc([N+](=O)[O-])cc2)n1 | -0.4 | -2.9 | -1.4 | -0.4 | -2.2 | 7.7 | · | -21.9 | 1.4
COc1ccc(NC(=O)C2(C)CCCN(C(C)C)C2)cc1OC (configuration not stated) | 1.0 | 3.4 | · | 0.3 | -1.7 | -4.3 | 0.6 | -6.2 | 0.3
CCOC(=O)N1CCN(C(=O)Cn2c(=O)sc3ccccc32)CC1 | -11.1 | -6.4 | 2.3 | -0.4 | -4.5 | -8.9 | · | -1.5 | -7.0
CCOC(=O)N1CCN(c2c(N3CCN(c4ccccc4F)CC3)c(=O)c2=O)CC1 | -5.0 | -5.8 | -0.2 | -1.3 | -1.0 | -3.1 | 0.1 | 0.5 | 5.8
Nc1c(-c2ccccc2)cnc2c(-c3ccccc3)cnn12 | -1.9 | -16.8 | -1.8 | -0.8 | -1.3 | -1.5 | 1.4 | 8.5 | -14.4
